Source: PubChem
p97 inhibitor – blocks human p97 ATPase activity; inhibition, % at 8 µM; actives 0.42% (n = 220,000); recombinant p97 ATPase, Kinase-Glo ATP luminescence, 3 h; P55072; AID 1481; in the data active = inhibition above about 15%;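 also: 0% = DMSO vehicle and 100% = wells lacking enzyme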
Target sequence (P55072 whole entry, looked up): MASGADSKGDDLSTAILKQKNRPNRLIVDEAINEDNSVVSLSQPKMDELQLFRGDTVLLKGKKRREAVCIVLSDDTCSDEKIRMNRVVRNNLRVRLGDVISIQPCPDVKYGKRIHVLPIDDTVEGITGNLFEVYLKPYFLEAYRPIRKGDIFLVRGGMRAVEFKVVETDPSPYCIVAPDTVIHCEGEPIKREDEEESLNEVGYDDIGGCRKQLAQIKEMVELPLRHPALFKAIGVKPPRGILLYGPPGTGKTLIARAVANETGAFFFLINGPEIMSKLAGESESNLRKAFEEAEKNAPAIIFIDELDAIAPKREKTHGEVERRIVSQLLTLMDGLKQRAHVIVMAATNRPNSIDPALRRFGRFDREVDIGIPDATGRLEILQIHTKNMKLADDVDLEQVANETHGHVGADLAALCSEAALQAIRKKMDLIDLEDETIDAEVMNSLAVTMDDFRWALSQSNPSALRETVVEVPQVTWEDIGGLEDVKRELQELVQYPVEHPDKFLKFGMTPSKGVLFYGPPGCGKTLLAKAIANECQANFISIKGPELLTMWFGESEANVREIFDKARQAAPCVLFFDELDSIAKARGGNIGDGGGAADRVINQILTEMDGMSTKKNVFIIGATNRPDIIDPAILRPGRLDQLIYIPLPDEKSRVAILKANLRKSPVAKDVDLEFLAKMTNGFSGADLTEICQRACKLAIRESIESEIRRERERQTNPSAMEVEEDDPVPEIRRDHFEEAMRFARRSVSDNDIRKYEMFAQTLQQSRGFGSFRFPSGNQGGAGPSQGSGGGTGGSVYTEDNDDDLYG
Runt-CBFb FRET – inhibitors of human RUNX1 Runt domain binding to CBFb; Q01196+Q13951; Cerulean-Runt/Venus-CBFb FRET ratio 530/480, 1 h; inhibition, % at 20 µM; actives 0.46% (n = 220,000);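 active = inhibition over about 50% at 20 µM in the single-dose screen, limit read from the data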;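 also: 0% = DMSO wells and 100% = excess unlabeled CBFb competitor control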
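Assay system: Cerulean-tagged RUNX1 Runt domain (FRET donor) fusion protein / Amount: 100 nM each of Venus-CBFb and Cerulean-Runt domain / Medium: Tris buffer pH 7.5 with salts and BSA / Also added: Venus-CBFb 100 nM / Schedule: 1 h complex formation plus 1 h compound treatment, room temperature / Signal: FRET fluorescence / Read-out: loss of energy transfer signal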
Hck-Nef inh – human Hck-Nef kinase inhibition; inhibition, % at 20 µM; AID 463187; Recombinant Hck-YEEI plus Nef, Z-Lyte FRET kinase assay; actives 0.68% (n = 220,000);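 active = Hck-Nef kinase inhibition above about 50%, limit read from the data; inactive = inhibition below that limit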;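 also: 0% = DMSO with Hck plus Nef and 100% = Hck alone without Nef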
Runt-SMMHC FRET – inhibitors of human RUNX1 Runt domain binding to CBFb-SMMHC; inhibition, % at 20 µM; actives 0.74% (n = 220,000); AID 1434; Q01196+Q13951; Cerulean-Runt/Venus-CBFb-SMMHC FRET ratio 530/480, 1 h;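 active = mean inhibition across duplicate retests at 20 µM reaching about 50%, limit read from the data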;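 also: 0% = DMSO wells and 100% = wells with excess untagged CBFb-SMMHC; inhibitors lower the FRET ratio by blocking Runt binding to CBFb-SMMHC; some results filed as inactive read as strong as hits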
NPY Y1 blocker – blocks the human neuropeptide Y Y1 receptor. P25929. HEK293-CNG Y1 cells, membrane potential fluorescence; NPY at EC95, then isoproterenol. inhibition, % at 3.6 µM. actives 1% (n = 200,000). AID 1040;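 active = inhibition above the campaign mean inhibition of all tested compounds plus 3 SD, cut at about 20% in these data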;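 also: 0% = DMSO wells given NPY plus isoproterenol and 100% = isoproterenol alone without NPY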
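Test system: HEK293 cells co-expressing NPY Y1 receptor and cyclic-nucleotide gated channel; Also added: NPY (25 nM), isoproterenol (1 µM), Ro 20-1724 (25 µM); Compound dosing: one concentration, 3.6 µM, in 0.4% DMSO; Timing: dye 3 h, compound 60 min room temperature, stimulation 45 min; Technique: Membrane-potential fluorescent dye readout.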
MDM2 E3 inh – blocks human Mdm2 ubiquitin ligase activity; Q00987; cell-based MDM2 ubiquitination luciferase reporter, 2 h; 0 = plate control, 100 = twice control, blank-subtracted; signal enhancement, % at 5 µM; actives 0.11% (n = 210,000);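 active = signal enhancement of 30% or more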;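 also: luminescence tracks abundance of the self-degrading MDM2-luciferase fusion protein; higher signal means inhibition of MDM2 E3 ligase activity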
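Material: stable MDM2–luciferase fusion reporter cells / Quantity: 2000 cells/well / Dosing: single 5 µM compound dose, 0.2% final DMSO / Buffer or medium: DMEM / Schedule: 4 h cell settling then 2 h compound exposure, 37 °C / Detection: luminescence with SteadyLite reagent, 15 min at room temperature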
RBBP9 inhibitor – blocks human serine hydrolase RBBP9. actives 0.2% (n = 220,000). O75884. inhibition, % at 7.94 µM. AID 1515. recombinant RBBP9, FP-Rh probe fluorescence polarization;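 active = inhibition above the campaign mean of all tested compounds plus 3 SD, cut at about 14% in these data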;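 also: plate controls were DMSO wells with RBBP9 for no effect and wells lacking RBBP9 protein for full effect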
Target sequence (O75884 whole entry, looked up): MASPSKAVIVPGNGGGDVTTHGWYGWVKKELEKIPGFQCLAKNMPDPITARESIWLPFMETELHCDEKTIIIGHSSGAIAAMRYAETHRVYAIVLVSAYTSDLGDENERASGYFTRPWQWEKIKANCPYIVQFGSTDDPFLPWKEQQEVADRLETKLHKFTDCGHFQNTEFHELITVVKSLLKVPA
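Measured by – fluorescence polarization · Test system – RBBP9 protein · Input – 2.5 µM RBBP9 dispensing solution, before mixing · Measure – percent inhibition from mP, scaled between DMSO and no-protein wells · Benchmarks – DMSO-treated enzyme wells and wells lacking RBBP9 · Times – preincubation 30 min plus labeling 45 min at 25 °C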
NPY-Y1 PAM-ag – human NPY-Y1 potentiation or agonism, primary screen. P25929. actives 0.37% (n = 220,000). activation, % at 3.6 µM. NPY-Y1 expressing cells, potentiator/agonist activation. AID 1304; in the data active = activation above about 33%, passing the limit was not always enough;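 also: cells stimulated with NPY at EC10 then isoproterenol at EC100; 0% = low agonist plus stimulus and 100% = saturating agonist plus stimulus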
NPY-Y2 PAM-ag – potentiates or activates human NPY-Y2 receptor; cells expressing NPY-Y2, potentiator/agonist read-out; activation, % at 3.6 µM; AID 1359; actives 0.45% (n = 220,000); in the data active = activation above about 27%;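 also: cells stimulated with NPY near EC25 plus isoproterenol at EC100; 0% = vehicle plus submaximal agonist and 100% = vehicle plus saturating agonist; some results beyond the cut were filed as inactive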
An asterisk follows results filed as active; . = not tested or not shown.

Second line of a record: Runt-SMMHC FRET | Runt-CBFb FRET | NPY Y1 blocker | NPY-Y1 PAM-ag | NPY-Y2 PAM-ag | RBBP9 inhibitor | Hck-Nef inh | MDM2 E3 inh | p97 inhibitor
CCCCCC(=O)N/N=C/c1ccccc1[N+](=O)[O-]
→ 4 | 0 | 3 | 10 | -1 | -1 | 17 | -6 | 1
CC(OC(=O)CNC(=O)c1ccco1)C(=O)N(C)c1ccccc1 (stereo unspecified)
→ 1 | -1 | 3 | -7 | 4 | 1 | 9 | -4 | 2
C/C(=C\C(=O)c1ccc(C)cc1)Nc1ccc(N2CCOCC2)cc1
→ 3 | 1 | 7 | -2 | -3 | -1 | 2 | -9 | 4
CCn1c(O)c(C#N)c(C)cc1=O
→ 1 | 3 | . | -5 | -5 | 1 | 6 | -16 | 8
COC(=O)c1ccccc1S(=O)(=O)N(CCCO)Cc1cc2c(C)ccc(C)c2[nH]c1=O
→ 0 | -3 | -2 | -26 | 1 | -5 | 9 | -12 | -2
Cc1cccc(C(=O)Oc2ccc(/C=N/NC(=O)c3ccncc3)cc2)c1
→ 2 | -2 | -4 | 2 | 12 | 2 | 23 | 2 | 4
CCOC(=O)c1sc(NC(=O)CSC(=S)N2CCOCC2)nc1C
→ -6 | 2 | . | 9 | 6 | 1 | -7 | -17 | 13
c1ccc(Cn2c3ccccc3c3nnc(SCCN4CCCCC4)nc32)cc1
→ 2 | 0 | . | -31 | -14 | -2 | -12 | -17 | -9
NS(=O)(=O)c1ccc(NC(=S)NCc2ccc3c(c2)OCO3)cc1
→ 20 | 41 | 7 | 5 | -8 | 5 | 25 | 8 | 5
Cc1ccc(NS(=O)(=O)c2ccc(NS(=O)(=O)c3cccs3)cc2)cc1
→ -4 | -6 | -2 | 16 | -3 | 12 | -1 | -23 | 2
Cc1ccc(Nc2nc(-c3ccc(S(=O)(=O)N4CCOCC4)cc3)cs2)cc1
→ . | . | -12 | 29 | 23 | -7 | 1 | . | 0
Cc1ccc(-c2nc3ccccc3c(=O)n2NC(=O)COc2ccccc2)cc1
→ 2 | -3 | 3 | -11 | -5 | -6 | 5 | 9 | 5
CC(=O)Nc1ccc2c(c1)CCCC2
→ -1 | 0 | . | 0 | -2 | -2 | 17 | -9 | 7
COC(=O)Cc1ccc(NC(=S)NCc2cccc(OC)c2)cc1
→ 0 | -1 | 3 | 2 | -1 | -3 | 18 | -11 | -2
Cn1nnc2c(NCc3ccco3)nccc21
→ -2 | -3 | 1 | 32 | -4 | -2 | -1 | -11 | -4
Cc1cccc(COCC(Cc2ccccc2)N2CCN(C(=O)c3ccc(Cl)c(Cl)c3)CCC2=O)c1 (stereo unspecified)
→ -2 | -4 | 12 | -39 | -14 | -11 | -4 | . | -6
COc1cccc(-c2cnc(NCc3cc(Cl)ccc3O)n2C)c1
→ 3 | -1 | 5 | -13 | 2 | -2 | 2 | -18 | 1
COc1ccc(CN(C)C(c2ccccc2)c2nnnn2-c2ccccc2C)c(OC)c1C (stereo unspecified)
→ 2 | 0 | 13 | -26 | -19 | -10 | 1 | -9 | -7
CCOCCCNS(=O)(=O)c1ccc2c(c1)CCN2C(=O)CC
→ 0 | 0 | -3 | -6 | 2 | -1 | 2 | -6 | -1
O=C(N/N=C/C=C/c1ccccc1)c1cccs1
→ 2 | 4 | 2 | -4 | -7 | -13 | 20 | -12 | -8
O=[N+]([O-])c1cc(C(F)(F)F)cc([N+](=O)[O-])c1NCc1cccnc1
→ 3 | 13 | 3 | -12 | -6 | -4 | -1 | -6 | 1
COc1cccc(CC(=O)Nc2nc(-c3cccnc3)cs2)c1
→ 2 | -3 | 3 | -17 | -4 | 3 | 2 | 11 | 4
COc1ccc(NC(=O)c2scc(S(=O)(=O)C(C)C)c2N)cc1
→ -20 | 1 | . | 2 | -20 | -8 | 10 | -25 | 4
N#Cc1cccnc1N1CCN(C(=O)COCC(=O)O)CC1
→ -2 | 2 | . | 2 | -16 | 2 | 12 | 14 | 6
Cc1ccccc1C(=O)Nc1ccc(O)cc1C(=O)O
→ -3 | 2 | 4 | 8 | 4 | -4 | 17 | -2 | 13
CCOC(=O)Cn1c(=O)oc2cc(S(=O)(=O)NCc3ccccn3)ccc21
→ -1 | 2 | 0 | 0 | 3 | -5 | -1 | -15 | -2
CC(C)(C)NC(=O)CSc1nncn1-c1ccccc1
→ 4 | -2 | 9 | -6 | 9 | -2 | -4 | -11 | -7
Cc1ccc(-c2noc(-c3cccs3)n2)cc1
→ -7 | -4 | -2 | -3 | 6 | 2 | 1 | 0 | -7
COc1ccc(-c2nn(-c3ccccc3)cc2C(=O)NC(=S)Nc2cc(Cl)ccc2Cl)cc1
→ -3 | 3 | . | -3 | 7 | 4 | 2 | . | 7
COC(=O)C(CC(C)C)NC(=O)c1ccc([N+](=O)[O-])c(C)c1 (stereo unspecified)
→ -7 | -1 | -5 | 9 | 3 | -4 | -1 | -8 | -1
C=CCn1c(SCc2nc3ccccc3c(=O)[nH]2)nc2sc3c(c2c1=O)CCCC3
→ -3 | -6 | . | -26 | -30 | -14 | -1 | -3 | -9
COC(=O)c1ccc(/C=N/N2CCN(Cc3ccccc3Cl)CC2)cc1
→ -1 | 0 | . | -25 | -1 | -4 | 17 | -4 | -7
Cc1nc(Nc2c(Cl)cccc2Cl)sc1C(=O)Nc1ccccc1
→ 1 | 0 | 0 | -3 | -1 | -10 | 2 | -13 | 7
C/C(=N\NC(=O)c1ccc(CSc2nncn2C)cc1)c1ccc2ccccc2c1
→ 4 | 1 | 0 | -2 | 4 | 1 | 6 | 8 | -2
CCSc1nc2cc(OC)c(OC)cc2c(=O)n1CCc1ccccc1
→ -1 | -5 | 3 | -1 | -5 | -3 | -2 | -15 | 1
O=S1(=O)CCN2C=C(Br)C=C(Br)C2=N1
→ -3 | -1 | -1 | 27 | -4 | -5 | -2 | -10 | 5
CCCCCn1c(CN2CCN(c3cccc(Cl)c3)CC2)nc2c1c(=O)[nH]c(=O)n2C
→ -2 | -7 | 9 | -15 | -5 | -4 | 0 | 2 | -2
CCOC(=O)Nc1ccc(NC(=O)c2ccccc2F)cc1
→ 0 | 3 | -1 | 8 | 11 | -10 | -2 | -2 | 5
O=C1CC(C(=O)Nc2ccc(Cl)c(Cl)c2)S/C(=N\N=C\c2ccco2)N1 (stereo unspecified)
→ -1 | -1 | . | 23 | 15 | -2 | 25 | -14 | 1
COc1ccc(-n2c(SCC(=O)Nc3cc(C(=O)O)ccc3C)nc3ccccc3c2=O)cc1Cl
→ -5 | 0 | . | 14 | 0 | -7 | 5 | -6 | -6
O=C(CCc1nc2ccccc2s1)OCC(=O)c1ccccc1
→ 0 | 2 | 8 | -17 | -1 | -6 | -2 | -18 | 0
CCOC(=O)c1c(C)[nH]c(C(=O)CC(=O)OC)c1C
→ -2 | 0 | 6 | 11 | -6 | -5 | 25 | 2 | 5
CS(=O)(=O)c1ccc2nc(NC(=O)CN3C(=O)C4CC=CCC4C3=O)sc2c1 (stereo unspecified)
→ -5 | -2 | -1 | 3 | -1 | -4 | 17 | -7 | -4
COCCNC(=O)c1cc(-c2ccc3c(c2)OCO3)on1
→ 4 | 0 | 10 | -6 | -5 | 3 | 0 | 1 | -4
CC1(C)Cc2c(sc3nnn(Cc4ccccc4)c(=O)c23)CO1
→ 2 | -1 | -1 | 9 | 5 | -6 | 4 | -10 | 1
CC(=O)c1ccc(NC(=O)c2ccc(CSc3ccccc3)o2)cc1
→ -4 | 0 | 3 | -2 | 10 | -10 | 3 | -10 | -5
CCNC(=S)N/N=C/c1sccc1C
→ -2 | 0 | -6 | 11 | 10 | -4 | 19 | 1 | 1
Cc1cc(N2CCN(c3ccccc3)CC2)n2cc(-c3ccccc3)nc2n1
→ -2 | -6 | 0 | -36 | -10 | 4 | 1 | -3 | 1
Cn1c(=O)c([N+](=O)[O-])c(-n2cnc3ccccc32)c2ccccc21
→ -1 | 5 | . | 17 | 17 | 0 | 5 | -2 | 9
Brc1cccc(/C=N/Nc2nn[nH]n2)c1
→ 0 | 2 | 0 | 5 | -20 | 0 | 11 | -7 | -2
C(=N\n1cnnc1)/C1CCCCC1
→ -2 | 0 | 9 | 25 | -17 | -2 | 8 | -7 | 4
Cn1cc(S(=O)(=O)N2CCN(Cc3ccccc3)CC2)c(=O)n(C)c1=O
→ 1 | 2 | -1 | -6 | 2 | -5 | 0 | -7 | -2
CCOC(=O)c1sc(NC(=O)CNCc2cccnc2)c(C(=O)OCC)c1C
→ -5 | -2 | 3 | -9 | -4 | -5 | 18 | -21 | 5
CN(C)c1ccc(C(=O)NCC2CCCO2)cc1 (stereo unspecified)
→ 1 | -1 | 3 | 12 | 12 | -4 | 9 | 0 | 4
CCC(C)(C)n1nnnc1C(c1cc2cccc(C)c2[nH]c1=O)N1CCN(C(=O)c2ccco2)CC1 (stereo unspecified)
→ -131 | -18 | 7 | 5 | -32 | -3 | 0 | -18 | -1
C=CCNC(=O)CN1C2CCCC1CC(NC(=O)c1ccccc1C)C2 (stereo unspecified)
→ 0 | -2 | 5 | -1 | 2 | -4 | -2 | -12 | -4
COc1ccc(CCNC(=O)Cc2ccc(OCc3ccccc3)c(OC)c2[N+](=O)[O-])cc1OCc1ccccc1
→ 6 | 0 | 3 | -22 | -20 | -5 | 2 | -5 | -4
CN(CC(=O)Nc1ccccc1C(F)(F)F)C(=O)COc1cccnc1[N+](=O)[O-]
→ 2 | 0 | -2 | -7 | 1 | -4 | 22 | -14 | 4
CC[C@H](C)[C@@H](NC(=O)O[C@@H]1C(=O)c2cc(Br)ccc2O[C@H]1c1ccc2c(c1)OCO2)C(=O)OC
→ 2 | -1 | 8 | -64 | -12 | -2 | -3 | . | 4
